From PubChem
CRFR2-BP ag: agonists of CRF-BP/CRF-R2 complex, primary screen, cell-based, HEK293, calcium dye fluorescence, uHTS. hit rate 0.46% among 350,000. calcium dye fluorescence (FLIPR); percent of saturating CRF peptide response. AID 588473, 2011. CRF-binding protein / CRF receptor 2 complex (human). activation, % at 13.2 µM;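 active = activation of at least 50%, plus an integration ratio under a set limit after plate pattern correction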;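 note: plate controls were neutral control wells without compound for no effect and CRF at EC100 for full effect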
CRFR2-BP antag: antagonists of CRF-BP/CRF-R2 complex, primary screen, cell-based, HEK293, calcium dye fluorescence, uHTS | hit rate 0.59% among 350,000 | inhibition, % at 11.8 µM | CRF-induced calcium fluorescence;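 active = inhibition of the ligand-induced calcium signal above about 50% at the single tested concentration, limit read from the data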
GalR3 antagonist: GalR3 antagonists in HEK293 cells, primary screen, cell-based, fluorescence readout | Galanin receptor type 3 (Homo sapiens), O60755 | HEK293 GalR3-CNG cAMP membrane potential fluorescence; galR3 body fused to GalR1 C-terminus | inhibition, % at 3 µM | hit rate 0.44% among 360,000;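 active = inhibition above the screen-wide average plus 3 SD, cut at about 13% in these data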;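 note: forskolin and galanin both at EC90 stimulate the cells; cAMP rise reported by CNG channel membrane potential dye signal; 0% = forskolin plus galanin with DMSO and 100% = forskolin alone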
Target sequence (O60755 1-299 limits assumed): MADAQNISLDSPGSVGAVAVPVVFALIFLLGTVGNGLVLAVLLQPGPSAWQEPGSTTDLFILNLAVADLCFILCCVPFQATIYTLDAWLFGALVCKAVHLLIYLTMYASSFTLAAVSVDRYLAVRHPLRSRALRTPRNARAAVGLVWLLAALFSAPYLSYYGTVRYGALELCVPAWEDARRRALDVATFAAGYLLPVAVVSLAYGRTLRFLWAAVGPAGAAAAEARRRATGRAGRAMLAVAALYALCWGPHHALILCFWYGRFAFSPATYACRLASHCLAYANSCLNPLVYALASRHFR
* marks the source's active call; other numbers are inactive results. A portion of the library (hit frequency here may not be typical).

SMILES	CRFR2-BP ag	CRFR2-BP antag	GalR3 antagonist
CCCc1cc(=O)[nH]c2nnc(SCC(=O)N3CC(C)OC(C)C3)n12 (centres undefined)	-1.5	-1	-5
COC(=O)C1=C(C)N(Cc2ccccc2)C(=NCc2ccccc2)N[C@H]1c1ccccc1	4.0	-2	-6
O=C(OCCCc1cc2ccccc2c(=O)o1)N1CCOCC1	-1.3	6	-4
Brc1ccc(-c2ccccc2)cc1	0.1	4	-2
CC1CCCN(S(=O)(=O)c2cccc(C(=O)NCCCN3CCCC3=O)c2)C1 (centres undefined)	-1.3	14	3
O=C1CC(N2CCN(S(=O)(=O)c3ccccc3F)CC2)C(=O)N1c1ccccc1F (centres undefined)	-0.4	5	-4
COCCN(C(=O)COC(=O)c1ccccc1Nc1ccccc1)c1c(N)n(Cc2ccccc2)c(=O)[nH]c1=O	0.9	4	1
CS(=O)(=O)c1ccccc1-c1nnc(NC(=O)C2=COCCO2)o1	2.6	4	-2
O=c1[nH][nH]c(=O)c(Cl)c1Cl	2.4	5	-5
c1ccc(C2(CN3CCNC[C@H]3Cc3cccc4ccccc34)CC2)cc1	4.2	-17	-1
CN(C)Cc1ccc(CNC(=O)c2ccc(Cl)c(S(=O)(=O)NC3CC3)c2)cc1	-0.1	3	-5
CC(C)(C)N(Cc1ccccc1)C(=O)COC(=O)c1ccc(N2CCCC2=O)cc1	-1.0	-1	-5
COC(=O)c1sc(S(=O)(=O)N2CCN(c3ccccc3F)CC2)c(C(=O)OC)c1C	0.2	13	-5
Cc1c(C(=O)N2CCc3ccccc3C2)oc2ccc(Br)cc12	2.2	-1	-1
ClC1(CNc2ccccc2)CCN(Cc2ccccc2)CC1	-4.7	-32	-7
Cc1nnc(SCC(=O)c2c[nH]c3ccccc23)n1C1CC1	-0.7	4	-4
CC(OC(=O)c1ccc2c(c1)NC(=O)CS2)C(=O)c1ccc(F)cc1 (centres undefined)	-0.1	-21	-7
O=C(COC(=O)c1ccco1)NC1CCCc2ccccc21 (centres undefined)	-1.3	-4	-1
C#CCOCCOCCOCCNc1nc(N2CCN(C(=O)[C@H](CCCN=C(N)N)n3cc(C(N)[C@@H](C)CC)nn3)CC2)nc(N2CCN(C(=O)[C@H](CC(N)=O)n3cc([C@@H](N)CC(N)=O)nn3)CC2)n1 (some centres undefined)	-1.8	6	-4
CC(=O)Nc1ccc(NC(=O)COC(=O)Cn2cnc3ccccc32)cc1	0.1	-5	-6
O=C(Nc1cccc2ccccc12)N(c1ccccc1)c1ccccc1	1.1	-19	-5
O=C(O/N=C/c1ccc(Br)cc1)c1ccc(F)cc1	-1.1	-1	-5
O=S(=O)(NCC(c1ccco1)N1CCc2ccccc21)c1ccccc1 (centres undefined)	0.2	2	-4
Cc1ccc2ccc3cccc4ccc1c2c34	-2.2	23	6
O=C(CCNC(=O)c1ccccc1)NNC(=O)c1ccc(F)cc1	0.4	7	0
O=C(N[C@@H]1C/C=C\C[C@@H](CC(=O)N(CCO)Cc2ccccc2)C(=O)N[C@@H](c2ccccc2)COC1=O)OCC1c2ccccc2-c2ccccc21	-0.7	-1	-4
O=C(COC(=O)c1cccc(F)c1)NC(=O)NCc1ccccc1	-1.3	-2	-6
COc1cc(C)c(NC(=O)COc2ccc3c(c2)CCC3)cc1OC	0.5	11	-7
O=C(COC(=O)c1ccc(Cl)nc1)Nc1ccc(N2CCCCC2)cc1	-1.1	-1	-2
COc1cc(C(=O)N2CCN(S(=O)(=O)c3ccc(C(C)C)cc3)CC2)ccc1OCC(=O)N1CCOCC1	1.7	1	-6
N#Cc1cccc(C(=O)Nc2cc(S(=O)(=O)N3CCOCC3)ccc2N2CCCC2)c1	-1.8	-3	-1
Cc1cc(NC(=O)CN2C(=O)NC(C)(c3ccc(Cl)cc3Cl)C2=O)no1 (centres undefined)	0.5	2	-6
Cc1ccc(S(=O)(=O)NCCC(=O)N2CCC(C)CC2)cc1	0.7	-4	-4
COC(=O)C(NC(=O)C(NC(=O)C1CCC(C)CC1)C(C)C)C(C)C (centres undefined)	1.2	-3	-5
CC(=O)c1cccc(NCC(=O)Nc2cccc(S(=O)(=O)N3CCCCC3)c2)c1	-0.5	16	-5
CCC(=O)N(C)C[C@@H]1Oc2ncc(Br)cc2C(=O)N([C@H](C)CO)C[C@H]1C	0.9	-11	0
COc1cc(NC(=O)CSC(=S)N2CCCC2)c(OC)cc1Cl	-1.7	29	-4
CC(=O)c1ccc(S(=O)(=O)Nc2ccc(C(=O)NCC(c3cccs3)N3CCOCC3)cc2)cc1 (centres undefined)	0.7	5	-2
CN(CC(=O)Nc1ccc(F)cc1)C(=O)CN1C(=O)c2ccccc2C1=O	-0.2	2	-5
Cc1ccc(CNC(=O)C2CCCC2)cc1	-1.0	-6	-3
CCN(CC)C(=O)[C@H]1CC(CC(=O)NC(C)(C)C)C(=O)N2CCc3c([nH]c4ccccc34)[C@]12C (some centres undefined)	-0.7	9	-4
COc1ccc(C)cc1NC(=O)CSc1nc(=O)n(CCCN2CCOCC2)c2c1CCCC2	0.5	-5	-4
O=c1cc(-c2ccccc2)cc(-c2ccccc2)n1CCO	-0.7	7	-2
Cc1c(-c2ccc(OCCN3CCCCC3)cc2)c(=O)oc2ccc3ccccc3c12	-0.2	-2	-4
O=C(CN1CCN(S(=O)(=O)c2ccc(Br)s2)CC1)NCC1CCCCC1	-2.8	7	0
COc1cc(CNCc2ccncc2)ccc1OCC(N)=O	-0.5	6	-6
CC12CCC(=O)C=C1CCC1C2C(O)CC2(C)C(c3csc(N)n3)CCC12 (centres undefined)	2.1	-10	-4
C[C@H]1CNC(=O)c2c(C(=O)Nc3cccc(Cl)c3)ncn21	-0.2	-23	-5
OC(COc1ccccc1)CN(Cc1ccccc1)CC(O)COc1ccccc1 (centres undefined)	0.6	-12	-11
CCOc1ccc(C(=O)NNC(=O)CN2C(=O)C3CC=CCC3C2=O)cc1OC (centres undefined)	-0.1	4	-6

Additional records:
SMILES	CRFR2-BP ag	CRFR2-BP antag	GalR3 antagonist
CSc1ncccc1C(=O)Nc1cccc(S(=O)(=O)N2CCCCC2)c1	0.6	10	-6
O=[N+]([O-])c1ccc(S(=O)(=O)N2CCC3(CC2)OCCN3S(=O)(=O)c2cccs2)cc1	-0.1	9	-6
Cc1cccc(NC(=O)C(C)Sc2ncnc3sccc23)c1 (centres undefined)	0.1	4	-6
CCN(CC(=O)Nc1cc(Cl)ccc1C)C(=O)Cc1sc(C)nc1-c1ccc(F)cc1	0.3	-4	-5
CC(c1ccccc1)C(OC(=O)c1cccc([N+](=O)[O-])c1C(=O)O)c1ccccc1 (centres undefined)	-1.0	-4	3
O=C(NCc1ccccc1Cl)c1ccc(S(=O)(=O)N2CCCC2)cc1	-2.7	-15	-8
CCOc1ccc(NC(=O)c2cccc(S(=O)(=O)NCc3cccnc3)c2)cc1	-0.6	-8	-6
COc1ccc(S(=O)(=O)N2CCOCC2)cc1NC(=O)C1CCCN1C(=O)c1cccs1 (centres undefined)	-0.9	3	-3
COc1cc2cnc(-c3ccccc3)c(C(=O)c3ccc(OCc4ccccc4)cc3)c2cc1OC	2.2	0	-7
CC(NC(=O)C1CCCN1C(=O)c1cccs1)c1ccc(Cl)cc1Cl (centres undefined)	-1.6	-13	0

An excerpt of these results, with values ahead of the structure.
| CRFR2-BP ag | CRFR2-BP antag | GalR3 antagonist | compound |
| --- | --- | --- | --- |
| -2.8 | 7 | 0 | O=C(CN1CCN(S(=O)(=O)c2ccc(Br)s2)CC1)NCC1CCCCC1 |
| -0.5 | 6 | -6 | COc1cc(CNCc2ccncc2)ccc1OCC(N)=O |
| 2.1 | -10 | -4 | CC12CCC(=O)C=C1CCC1C2C(O)CC2(C)C(c3csc(N)n3)CCC12 (centres undefined) |
| -0.2 | -23 | -5 | C[C@H]1CNC(=O)c2c(C(=O)Nc3cccc(Cl)c3)ncn21 |
| 0.6 | -12 | -11 | OC(COc1ccccc1)CN(Cc1ccccc1)CC(O)COc1ccccc1 (centres undefined) |
| -0.1 | 4 | -6 | CCOc1ccc(C(=O)NNC(=O)CN2C(=O)C3CC=CCC3C2=O)cc1OC (centres undefined) |
| 0.6 | 10 | -6 | CSc1ncccc1C(=O)Nc1cccc(S(=O)(=O)N2CCCCC2)c1 |
| -0.1 | 9 | -6 | O=[N+]([O-])c1ccc(S(=O)(=O)N2CCC3(CC2)OCCN3S(=O)(=O)c2cccs2)cc1 |
| 0.1 | 4 | -6 | Cc1cccc(NC(=O)C(C)Sc2ncnc3sccc23)c1 (centres undefined) |
| 0.3 | -4 | -5 | CCN(CC(=O)Nc1cc(Cl)ccc1C)C(=O)Cc1sc(C)nc1-c1ccc(F)cc1 |
| -1.0 | -4 | 3 | CC(c1ccccc1)C(OC(=O)c1cccc([N+](=O)[O-])c1C(=O)O)c1ccccc1 (centres undefined) |
| -2.7 | -15 | -8 | O=C(NCc1ccccc1Cl)c1ccc(S(=O)(=O)N2CCCC2)cc1 |
| -0.6 | -8 | -6 | CCOc1ccc(NC(=O)c2cccc(S(=O)(=O)NCc3cccnc3)c2)cc1 |

(list continues)
SMILES	CRFR2-BP ag	CRFR2-BP antag	GalR3 antagonist
C[C@H](CO)N1C[C@H](C)[C@@H](CN(C)Cc2ccc(C(=O)O)cc2)Oc2c(NS(=O)(=O)c3cn(C)cn3)cccc2C1=O	-1.5	-4	-6
Cc1cc(Cn2nc(-c3ccccc3)cc2C(=O)NCc2cccs2)on1	0.2	5	-7
CNc1nc(OCC(F)(F)F)nc(OCC(F)(F)F)n1	-4.3	7	-1
COc1cccc(NC(=O)CN(C)C(=O)CSC(=S)N2CCCC2)c1	-1.5	-1	1
CC(C)c1cccc(C(C)C)c1NC(=O)COC(=O)C1CCC1	-1.3	17	-7
CCN1C(=O)[C@H]2[C@H]3CN=C(SC)N3[C@@](Cc3ccccc3)(C(=O)OC)[C@H]2C1=O	-1.3	-12	-2
Cc1ccc(C)c(S(=O)(=O)N2CCCC2CNC(=O)C(=O)NCCN2CCOCC2)c1 (centres undefined)	-0.3	21	-2
COc1ccc(Cl)cc1NS(=O)(=O)c1cccc(C(=O)NC2CC2)c1	-1.0	5	-3
O=C(COC(=O)c1ccccc1)c1ccc2c(c1)OCCO2	1.4	11	-6
COc1ccc(CCC(=O)Nc2ccc(S(=O)(=O)Nc3ncccn3)cc2)cc1	0.2	-4	-3
COc1ccc(N(CCC(=O)NCCc2ccccc2)S(=O)(=O)c2ccc(C)cc2C)cc1	4.2	0	-6
CCN(CC(=O)Nc1ccc2c(c1)OCCO2)C(=O)c1ccc(S(=O)(=O)N(C)C)cc1	-1.2	2	-3
O=C(CSc1cccc[n+]1[O-])Nc1ccccc1C(F)(F)F	12	13	-5
Nc1ccc(Cl)cc1C(=O)c1ccc[nH]1	0.2	-9	-5
CCCCNC(=O)[C@@](CC)(ONc1ccccc1C(F)(F)F)c1cccc2ccccc12	-1.3	7	-8
C=CCOC(=O)c1ccccc1C(=O)OCC=C	0.6	8	3
O=C(NCCc1c[nH]c2ccccc12)c1ccc2nc[nH]c2c1	-2.2	-6	2
CCOc1ccc(C=NN2CCCCCC2)cc1OCC	-3.9	19	-6
O=C(NCc1ccncc1)C1CCN(S(=O)(=O)c2ccccc2)CC1	0.3	1	-5
O=C1C=C(c2cc(Cl)cc(Cl)c2)C[C@@H](c2ccc3c(c2)OCO3)C1	11	2	-4
Cc1cc(C)cc(OCC(=O)Nc2ccc(N3CCOCC3)cc2N2CCOCC2)c1	-0.8	-10	-1
CCOC(=O)[C@@H]1[C@H]2COc3ccccc3[C@H]2N2C(=O)N(c3cccc(Cl)c3)C(=O)[C@]12C	0.6	-6	-5
CCC(O)c1cnc(OCc2ccccc2)nc1OCc1ccccc1 (centres undefined)	1.5	-5	-2
O=C(Cc1c(F)cccc1Cl)NCC(=O)OCc1ccccc1	-0.7	1	0
Nc1c(Br)cc2c([nH]c(=O)c3ccccc32)c1Br	-2.7	12	3
Cc1cc(OCC(=O)NNC(=O)c2cccc(F)c2)ccc1Cl	-0.6	-4	-2
COc1ccc(CN(C)CC(=O)NC(=O)Nc2ccccc2F)cc1	1.5	-11	-3
Cc1ccc(S(=O)(=O)CCC(=O)OCc2nnc(-c3ccccc3Br)o2)cc1	-0.6	2	-4
CC1CC(=O)Nc2ccccc2N1C(=O)CSc1nnnn1C (centres undefined)	0.6	3	-4
CC1c2ccccc2N(S(=O)(=O)c2ccccc2)C1C (centres undefined)	6.6	-13	-7
c1csc(-c2nn3c(C4CCCCC4)nnc3s2)c1	-1.7	-29	-2
CCOC(=O)c1sc(NC(=O)CSc2nc(-c3ccco3)cc(C(F)(F)F)n2)c(C(=O)OCC)c1C	8.8	-13	2
COc1ccc2c(c1)C(=O)N1[C@H]3c4cc(OC)ccc4OC[C@@H]3[C@H](c3ccccc3)[C@]1(C)C(=O)N2	0.6	5	-6
C[C@H](CO)N1C[C@H](C)[C@@H](CN(C)S(=O)(=O)c2ccc(F)cc2)OCc2cn(nn2)CCCC1=O	-0.5	12	-5
N#Cc1ccccc1S(=O)(=O)N1CCN(CC(=O)NCC2(N3CCOCC3)CCCCC2)CC1	-1.5	3	0
CC(C)C[C@@]12C(=O)N(c3cccc(Br)c3)C(=O)N1[C@H](c1ccc(Cl)cc1)[C@@H]1C(=O)N(C3CCCCC3)C(=O)[C@@H]12	12	-16	-5
CCN(c1ccccc1)S(=O)(=O)c1cccc(C(=O)NCC(c2ccc(F)cc2)N2CCOCC2)c1 (centres undefined)	-0.1	17	-3
O=C(C1COc2ccccc2O1)N1CCN(c2ccc([N+](=O)[O-])cc2)CC1 (centres undefined)	-0.2	9	-10
O=C(NCC(c1ccco1)N1CCN(c2ccccc2F)CC1)C(=O)NC1CC1 (centres undefined)	-0.8	1	-1
O=c1oc(CCO)cc2ccccc12	0.7	7	-11
